High-throughput results as filed in PubChem.
CCHF vOTU inh: CCHFV vOTU protease inhibition | Pep-AMC fluorescence | inhibition, % at 11.5 µM | 0.55% of 370,000 active | AID 651958; in the data active = inhibition above about 30%; note: 0% = vehicle wells with enzyme and 100% = no enzyme wells
SARS 3CLpro inh: SARS-CoV 3CLpro protease inhibition | inhibition, % at 6 µM | recombinant SARS-CoV 3CLpro, quenched FRET peptide cleavage | P0C6X7 | 0.14% of 290,000 active; in the data active = inhibition above about 12%
Y pestis TopoI: Y. pestis Topo-I inhibition via cleavage products; Y. pestis Topo-I cleavage product accumulation, plate reader; AID 504884; 0.064% of 360,000 active; activity, % at 10 µM; in the data active = activity above about 50%, passing the limit was not always enough; note: inactives centre near 2
BH1578 lux ind: induces V. cholerae light production without autoinducers | V. cholerae BH1578 lux reporter, luminescence, 6 h | activation, % at 18.7 µM | 0.16% of 350,000 active | AID 588436; in the data active = activation mostly above about 9.7%, no sharp cut-off; note: not every result past the cut was called active; inactives centre near 0; reference of the scale not given here
MazEF act: MazEF (E. coli) toxin RNase activation; P0AE70; AID 504720; FAM/BHQ RNA-DNA oligo cleavage fluorescence, 5 h; activation, % at 20 µM; 0.32% of 350,000 active; in the data active = activation above about 50%
Target sequence (P0AE70 whole entry, looked up): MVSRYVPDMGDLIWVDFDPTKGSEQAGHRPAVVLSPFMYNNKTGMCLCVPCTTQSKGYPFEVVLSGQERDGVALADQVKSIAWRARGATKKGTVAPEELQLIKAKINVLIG
TcdB inh: blocks C. difficile toxin B glycohydrolase activity; P18177; TcdB glycohydrolase enzymatic assay, plate reader; 0.24% of 350,000 active; inhibition, % at 9.99 µM; in the data active = inhibition above about 10%
PrPC TRFRET: reduces human prion protein on the cell surface; P04156; cell surface PrPC, TR-FRET read-out; inhibition, % at 13.8 µM; 0.43% of 370,000 active; in the data active = inhibition above about 24%; note: 0% = median of the test wells and 100% = reference compound wells
Rv3671c inh: inhibitors of M. tuberculosis serine protease Rv3671c | P9WHR9 | inhibition, % at 5.96 µM | 0.048% of 320,000 active | AID 2606; in the data active = inhibition above about 38%;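 note: extracellular domain of Rv3671c used as enzyme; 0% = enzyme with DMSO and 100% = no enzyme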
Target sequence (P9WHR9 whole entry, looked up, the tested form may be a part): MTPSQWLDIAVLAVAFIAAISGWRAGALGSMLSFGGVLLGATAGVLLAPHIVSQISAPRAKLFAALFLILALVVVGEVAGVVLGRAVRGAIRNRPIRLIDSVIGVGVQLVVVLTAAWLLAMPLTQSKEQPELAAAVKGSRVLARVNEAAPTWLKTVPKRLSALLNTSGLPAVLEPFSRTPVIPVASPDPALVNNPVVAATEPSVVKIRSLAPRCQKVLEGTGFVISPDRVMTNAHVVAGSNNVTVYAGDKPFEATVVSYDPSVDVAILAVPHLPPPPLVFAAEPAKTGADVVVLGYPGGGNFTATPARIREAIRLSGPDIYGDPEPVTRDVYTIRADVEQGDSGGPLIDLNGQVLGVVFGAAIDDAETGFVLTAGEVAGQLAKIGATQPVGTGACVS
VHR inh abs: DUSP3 (human) phosphatase inhibition | P51452 | recombinant VHR phosphatase, pNPP absorbance | inhibition, % at 13.3 µM | 0.52% of 290,000 active; in the data active = inhibition above about 50%; note: some compounds called inactive have numbers as strong as hits
Target sequence (P51452 whole entry, looked up): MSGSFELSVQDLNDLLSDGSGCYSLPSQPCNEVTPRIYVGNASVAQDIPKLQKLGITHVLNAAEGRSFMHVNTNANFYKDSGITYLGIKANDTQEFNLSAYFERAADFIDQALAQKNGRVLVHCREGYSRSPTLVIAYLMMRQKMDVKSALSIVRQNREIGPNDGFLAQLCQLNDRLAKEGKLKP
SSB-PriA inh: inhibitors of Klebsiella pneumoniae PriA binding to SSB C-terminal tail | AlphaScreen SSBct-PriA binding, biotinylated peptide | inhibition, % at 33 µM | 0.6% of 430,000 active; in the data active = inhibition mostly above about 37%, no sharp cut-off; inactive = mostly below about 20%;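 note: plate controls were negative control peptide for no effect and reference peptide for full effect; strong numbers were not always called active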
* marks the source's active call; other numbers are inactive results; i = inactive; . = not tested or not shown; & = joins results of further samples. Some of the compounds tested (hit frequency here may not be typical).

SMILES	CCHF vOTU inh	SARS 3CLpro inh	Y pestis TopoI	BH1578 lux ind	MazEF act	TcdB inh	PrPC TRFRET	Rv3671c inh	VHR inh abs	SSB-PriA inh
Cc1ccccc1-c1nc(CS(=O)(=O)CC(=O)NC2CCCCC2C)c(C)o1 (configuration not stated)	21	2	21	i	5	2.7	-2	6	-13	-1
CCOC(=O)c1[nH]c2cc3c(cc2c1NC(=O)CN1CCc2ccccc2C1)OCO3	0	2	5	-4.6	1	.	-4	-7	4	-4
O=C(O)Cn1nc(-c2ccccc2)ccc1=O	-16	-5	-4	-0.6	-17	-1.4	1	-4	9	-16
O=S(=O)(c1ccc(SCCOc2cccc(Br)c2)nc1)N1CCCC1	8	.	39	-0.7	0	1.5	7	-11	.	-32
COCCCn1c(SCC(=O)Nc2oc(C)c3c(C)n[nH]c(=O)c23)nc2sc3c(c2c1=O)CCC3	6	.	23	i	-1	1.3	10	5	.	-7
Cc1nc2ccccc2n1Cc1ccc(Cl)cc1	7	4	2	-0.5	-1	1.6	23	-9	17	-8
C=C(C)CNC(=S)Nc1cccc(N)n1	5	1	-4	i	17	-0.1	0	.	22	-5
NC(Cc1nc2ccccc2[nH]1)c1ccc(Cl)cc1 (configuration not stated)	-10	2	-8	i	-2	0.8	-1	-10	13	0
CS(=O)(=O)c1ccc(SCC(=O)NC2CCS(=O)(=O)C2)c([N+](=O)[O-])c1 (configuration not stated)	1	-2	-5	-0.3	-9	0.6	-37	3	26	-5
O=C(CSc1nnc(CNC(=O)c2cccc(C(F)(F)F)c2)o1)NCc1ccco1	-4	3	3	i	-14	1.0	-1	-1	14	-16&8
CCN(CC)CCNC(=O)c1ccc(NS(=O)(=O)c2ccc3c(c2)OCCO3)cc1	-11	0	2	-0.3	6	1.6	2	-8	15	-2
Nc1ccn([C@@H]2O[C@H](CNCc3ccc(N4CCNCC4)cc3)[C@@H](O)[C@H]2O)c(=O)n1	-14	.	-3	-0.2	11	1.8	1	.	.	.
CC(C)N(Cc1nnc(-c2ccc(Cl)cc2)o1)C(=O)c1cc2ccccc2o1	17	.	27	i	-2	0.2	4	-5	.	-19
COc1cc(OC)cc(C(=O)N2CCN(C(=O)c3cccc(F)c3)CC2)c1	-1	-2	2	5.0	3	.	1	7	7	-6
Cc1ccc(-n2c(C)cc(/C=C3\C(=O)NC(=O)N(C)C3=O)c2C)cc1C	-12	-10	22	-0.2	2	0.7	-2	-11	3	-7
Cc1ccc(OCC(=O)N2CCN(S(=O)(=O)c3ccccc3)CC2)c([N+](=O)[O-])n1	-10	0	4	1.0	1	-0.7	-12	-3	8	8
NC(=O)c1cccc(NC(=O)CCCCC(=O)Nc2cccc(C(N)=O)c2)c1	-14	3	1	-0.5	-12	-2.1	8	-4	2	2
O=C(Nc1ccc(N2CCCCC2)c(Cl)c1)c1ncn[nH]1	2	2	-1	i	3	.	8	1	3	-12
Cc1ccc(Cn2nc(C)c(C=O)c2Cl)cc1	-7	2	5	i	-8	-1.8	9	4	7	-6
CCN(c1ccccc1)S(=O)(=O)c1ccc(OC)c(NC(=O)C2CC2)c1	14	.	2	-0.6	-2	1.1	3	12	.	-4
COc1cccc(SCC2(O)CCN(C(=O)c3ccc(Cl)cc3)CC2)c1	-5	0	11	-0.3	-9	0.0	2	-4	31	-18
CS(=O)(=O)N(CC(=O)N1CCc2ccccc2C1)c1ccccc1F	-5	.	-7	i	-2	0.6	3	1	.	3
CC(C)CSC1=NSC2=NC(=O)/C(=C\c3ccccc3)C(=N)N12	6	0	-14	-0.2	-15	-0.9	0	-8	37	-18
CC(=O)Nc1ccc(S(=O)(=O)N2CCN(C(=O)c3ncoc3-c3ccc(C)cc3)CC2)cc1	1	-5	-6	-0.8	-1	1.6	-4	-18	25	-1
O=C1[C@@H]2Cc3c([nH]c4ccccc34)CN2C(=O)CN1CCO	-17	-4	-13	0.8	-3	-0.9	-4	2	35	4

Gathered by group, the entries above containing a nitro group on carbon.
SMILES	CCHF vOTU inh	SARS 3CLpro inh	Y pestis TopoI	BH1578 lux ind	MazEF act	TcdB inh	PrPC TRFRET	Rv3671c inh	VHR inh abs	SSB-PriA inh
CS(=O)(=O)c1ccc(SCC(=O)NC2CCS(=O)(=O)C2)c([N+](=O)[O-])c1 (configuration not stated)	1	-2	-5	-0.3	-9	0.6	-37	3	26	-5
Cc1ccc(OCC(=O)N2CCN(S(=O)(=O)c3ccccc3)CC2)c([N+](=O)[O-])n1	-10	0	4	1.0	1	-0.7	-12	-3	8	8

Going on with the list:
SMILES	CCHF vOTU inh	SARS 3CLpro inh	Y pestis TopoI	BH1578 lux ind	MazEF act	TcdB inh	PrPC TRFRET	Rv3671c inh	VHR inh abs	SSB-PriA inh
Cc1ccsc1-c1cc2nc(NCCOc3ccccc3Cl)n(C)c(=O)c2s1	20	.	8	-0.2	.	0.4	1	.	.	.
COc1ccccc1CNCCc1ccc(F)cc1	7	-6	6	-1.4	0	1.2	6	-6	6	-11
CCCn1c(C)cc(C(=O)Cn2nnc3ccccc3c2=O)c1C	-6	4	0	-1.3	1	-0.4	-4	11	11	-3
CC(C)(C)c1ccc(OCC(=O)N2CCN(c3ncccn3)CC2)cc1	.	0	37	0.4	-3	.	.	0	30	-1
CCCCC(CC)CNC(=O)CC1Nc2c3ccccc3nc(=S)n2C1=O (configuration not stated)	0	5	3	i	5	2.5	-1	-4	12	-7
Cc1ccn2c(C(=O)CSc3ccc(Cl)cc3Cl)c(C)nc2c1	.	-2	-2	-0.4	34	.	.	-2	4	-14
CCCCOC(=O)NCN1C(=O)C2C3C=CC(C3)C2C1=O (configuration not stated)	-1	2	-3	-0.6	1	.	5	4	-10	9
O=C(Nc1cc(Cl)cc(Cl)c1)N1CCCC1	-6	5	0	-1.0	3	1.9	-6	-9	8	-11
Cc1cccc(C(=O)Oc2ccc(/C=N/NC(=O)c3ccncc3)cc2)c1	-8	5	-2	-0.2	-1	0.3	-7	-3	-17	.
CCn1c(SCC(=O)Nc2ccc(N3CCOCC3)cc2)nnc1-c1ccco1	2	.	8	-6.2	5	2.3	3	9	.	-17
CN=C1SC(CC(=O)Nc2cccc(Cl)c2Cl)C(=O)N1C (configuration not stated)	6	-2	-3	-0.3	2	.	-7	-9	-5	-5
O=C(NCCN1CCN(C(=O)c2cccc(Br)c2)CC1)C(=O)Nc1ccc(Br)cc1	0	-1	22	-0.1	3	0.7	8	3	12	-3
O=C(CNC(=O)c1cccs1)Nc1cccc(S(=O)(=O)N2CCOCC2)c1	-2	.	4	-0.6	-2	-1.7	-1	.	.	-1
O=C(C1CC1)N(Cc1ccco1)c1nc(-c2ccccc2)cs1	2	-3	-9	-3.0	5	.	-9	1	-26	-3
C=CCn1c(CNC(=O)c2ccco2)nnc1SCC(=O)N1c2ccccc2Sc2ccccc21	.	4	16	2.6	1	2.3	.	-1	-23	-5
Cc1cccc2cc(CN(C(=O)c3cccc([N+](=O)[O-])c3)C(C)C)c(=O)[nH]c12	1	-5	-2	-0.5	-2	-0.3	1	-5	-6	-2
Cc1cc(C)c(NC(=O)/C=C\C(=O)O)c(Cl)c1	-9	-3	4	-0.3	-3	.	7	-4	-8	0
O=C1CC(/C=C/c2cccnc2)=Nc2ccccc2N1	9	4	10	-2.0	6	-1.7	-10	-2	5	0
N#CCOC(=O)/C=C/c1ccc2c(c1)OCO2	-8	-3	12	-0.3	-2	-0.6	-4	14	6	-12
Cc1cccc(C(=O)N2CCCC(c3nc(-c4ccc(C)o4)no3)C2)c1 (configuration not stated)	9	2	22	-0.9	-1	-0.2	2	12	19	-11
O=C(NCc1ccccc1)c1cccc(OCC(=O)N2CCN(C(=O)c3ccco3)CC2)c1	3	-1	3	i	0	.	8	-2	5	0
CC(C)(C)c1n[nH]c(=S)n(N)c1=O	13	-2	-1	i	-13	.	-3	-5	-1	-7
CC1CCN(CCCNC(=O)CN2C(=O)CSc3ccc(S(=O)(=O)N4CCOCC4)cc32)CC1	-11	-1	-3	i	-2	2.4	-1	6	40	-17
S=C(NCCCN1CCOCC1)N1CCN(c2ccccc2)CC1	-2	3	13	i	2	0.1	2	-5	9	-3
O=C(NNC(=O)c1ccccc1-n1cccc1)c1cccnc1	-6	.	8	0.8	0	-3.8	7	.	.	.

Limited to SARS 3CLpro inh, CCHF vOTU inh and MazEF act, for some of the entries so far:
| smiles | SARS 3CLpro inh | CCHF vOTU inh | MazEF act |
| --- | --- | --- | --- |
| CCCn1c(C)cc(C(=O)Cn2nnc3ccccc3c2=O)c1C | 4 | -6 | 1 |
| CC(C)(C)c1ccc(OCC(=O)N2CCN(c3ncccn3)CC2)cc1 | 0 | . | -3 |
| CCCCC(CC)CNC(=O)CC1Nc2c3ccccc3nc(=S)n2C1=O (configuration not stated) | 5 | 0 | 5 |

Additional compounds
SMILES	CCHF vOTU inh	SARS 3CLpro inh	Y pestis TopoI	BH1578 lux ind	MazEF act	TcdB inh	PrPC TRFRET	Rv3671c inh	VHR inh abs	SSB-PriA inh
COc1ccc2c(CC(=O)N3CCN(S(=O)(=O)c4cccs4)CC3)coc2c1	4	-4	6	0.4	-2	.	1	-6	15	-9
CC(CCc1ccccc1)NC(=O)c1cccs1 (configuration not stated)	7	-4	-9	-0.2	-3	0.2	2	-1	10	-20
Cn1ncc2c(Nc3cccc(Cl)c3)nc(Nc3cccc(Cl)c3)nc21	13	2	-30	-0.5	-2	0.4	1	-112	44	-8
COc1ccc(-c2nc(CN3CCCCC3c3nccn3C)c(C)o2)c(C)c1C (configuration not stated)	6	1	-7	i	0	0.8	1	1	-10	4
Cn1ccnc1SCCNC(=O)CCc1nnc(CCCCc2ccccc2)o1	-8	0	1	-0.3	-2	-1.0	7	-6	31	-3
O=C(NCc1ccccn1)c1ccccc1OCc1ccc(F)cc1	-3	.	8	-0.4	1	0.1	-4	-1	.	30
CC(C)(C)c1ccc(C(=O)C2CCCN(C3CCC3)C2)cc1 (configuration not stated)	4	-2	-2	i	0	-0.1	3	4	47	1
Cc1c(CNCCc2ccccc2Cl)c(C(=O)O)c(C)n1-c1ccccc1	6	4	13	i	4	1.0	-1	-3	-25	5
O=C(NCCCn1ccnc1)c1ccc(S(=O)(=O)N2CCOCC2)cc1	4	1	4	-0.3	5	0.7	-8	10	17	-10
CC(=O)CCc1ccc(OCCCOc2cccc3cccnc23)cc1	8	-2	14	-0.4	2	0.9	5	-4	16	-1
Cc1sc2ncnc(NCC(O)c3ccccc3)c2c1C (configuration not stated)	8	-1	-6	-0.2	6	0.1	19	4	24	0
COC(=O)c1c(C)[nH]c(C(=O)OC(C)C(=O)N(C)C2CCCCC2)c1C (configuration not stated)	5	.	24	i	-3	2.1	-3	-1	.	-12
COc1ccc(NC(=O)CSc2nccn2-c2ccccc2)cc1	1	5	7	-0.5	9	.	9	-6	4	4
COc1ccc(C2/C=C\CN(C(=O)Nc3ccc(C(F)(F)F)cc3)CC(=O)N2Cc2ccc(F)cc2)cc1 (configuration not stated)	.	.	8	i	-3	.	.	-40	15	-1
COc1cc(NC(=O)c2cc(S(=O)(=O)N3CCCCC3)c[nH]2)cc(OC)c1	0	4	10	-0.2	-2	0.8	9	-25	6	-3
COc1ccc(NC(=S)N2CCC(NC(=O)c3cccc(C)c3)CC2)cc1	5	1	-1	-1.6	-1	1.4	-2	1	35	12
CCOC(=O)Cn1c(=O)oc2cc(S(=O)(=O)NCc3cccs3)ccc21	-7	1	-4	-0.2	7	1.7	8	-2	38	-16
CCNc1nc(CN2CCOCC2)nc2sc3c(c12)CCC3	-5	-7	-6	0.0	6	.	3	-2	22	-19
CC(=O)Nc1ccc(S(=O)(=O)NCc2nc(-c3cccc(C)c3)no2)cc1	14	3	1	-0.2	9	0.7	3	-14	-4	-4
CN(Cc1ccccc1)C(=O)COC(=O)COc1ccc(Cl)cc1	8	.	2	.	6	0.1	-4	-2	.	-12
COc1ccc(/C(N)=N/OC(=O)c2ccco2)cc1OC	-1	0	3	-0.2	-12	1.1	-4	2	10	.
CCCOc1ccc(N2C(=O)CC(NCc3ccncc3)C2=O)cc1 (configuration not stated)	9	2	-4	.	0	.	0	-6	4	11
CSc1ccccc1NC(=O)CN(C)C(=O)COc1cccc2cccnc12	33*	.	9	-0.3	0	-1.3	-4	-8	.	18
CCCCNC(=O)C1CCC(CNc2nc(=S)[nH]c3ccccc23)CC1 (configuration not stated)	13	4	3	1.3	9	-1.6	-1	5	34	3
